# NCI-60 one-dose screen, 48 h, at 10 µM unless noted. Numbers give growth in % (100 = growth as untreated, 0 = no growth, -100 = all killed).
# BT-549: BT-549 breast cancer | hit rate 4.4% among 78,000 | AID 1794793
# MDA-MB-435: MDA-MB-435 melanoma | hit rate 7.8% among 82,000
# MDA-MB-468: MDA-MB-468 breast cancer; hit rate 8.5% among 78,000; AID 2202374
# MDA-MB-231: MDA-MB-231 breast cancer | hit rate 5% among 81,000
# SR: SR leukemia cells; AID 1794780; hit rate 8.7% among 73,000
# K-562: K-562 leukemia; AID 1794777; hit rate 7.4% among 78,000
# MCF7: MCF7 breast cancer; hit rate 6.3% among 82,000; AID 1794796
# MOLT-4: MOLT-4 leukemia cells; hit rate 6.9% among 80,000
# * = called active by the depositor; / = no result given; & = joins results of further samples. The calls were made as follows: active = growth percent below 10; inactive = the rest.
SMILES,BT-549,MDA-MB-435,MDA-MB-468,MDA-MB-231,SR,K-562,MCF7,MOLT-4
CCOC(=O)CC[C@H](NC(=O)c1ccc(NC(=O)Cn2cnc3c(c(C)nn3-c3ccc(Cl)cc3)c2=O)cc1)C(=O)OCC,92,100,91,/,81,94,92,100
NC(=O)c1cccc(-c2ccc(S(=O)(=O)Nc3ccc4c(c3)N(C(=O)C3CC3)CCC4)cc2)c1,97,1.9*,-4.8*,46,50,26,23,58
CCC(=O)C1CCCC(C)C2CC(C)(C)C2/C=C/1C (centres undefined),103,107,101,114,77,90,101,82
CN1CCC(=C(c2ccccc2)c2ccccc2)C(c2ccccc2)C1 (centres undefined),97,102,88,95,97,106,87,92
OCC1OC(O)C(F)C(O)C1O (centres undefined),104,104,106,105,115,107,95,106
O=C(c1ccccc1)C(Nc1cccc([N+](=O)[O-])c1)c1ccccc1 (centres undefined),99,107,86,79,88,78,95,86
CN(C)CC(OC(=O)C(c1ccccc1)c1ccccc1)c1ccccc1 (centres undefined),106,105,108,104,95,104,100,79
CC(=O)C(N)CC(C)C (centres undefined),92,99,96,101,84,88,93,75
COCCOc1ccc(-c2nc3ccc(-c4nc5ccc(N6CCN(C)CC6)cc5[nH]4)cc3[nH]2)cc1,-30*,-44*,-22*,8.2*,/,/,18,0.9*
CN1CCN(c2nc(-c3ccccn3)nc3sc4c(c23)CCCCCC4)CC1,90,95,95,93,/,80,50,92
CC1OC(n2c3ccccc3c3c4c(c5c6ccccc6[nH]c5c32)C(=O)N(CCN[C@@H]2CCC[C@H]2N)C4=O)CC(O)C1O (some centres undefined),24,18,-27*,16,-19*,1.4*,-34*,2.7*
COC(=O)c1ccc2c(c1)Oc1ccccc1-c1cc(C)nn1-2,103,106,108,97,88,97,98,89
Fc1ccc(/C=C/c2nc3ccccc3nc2N2CCN(c3ccccc3)CC2)cc1,62,66,47,80,40,56,34,36
O=C(OCCNC1CCCCC1)c1ccc([N+](=O)[O-])cc1,105,100,101,111,101,99,109,112
O=C(CSc1nc2ccccc2[nH]1)c1ccc(-n2nnc3ccccc32)cc1,105&110,100&105,97&109,99&102,103&100,99&99,100&102,132&126
COc1cc(CCCOC(=O)/C=C/c2ccc(O)cc2)cc(OC)c1O,86,87,102,74,85,/,96,77
CCCS(=O)(=O)c1nc(NC2CC2)cc(-c2ccc3c(ccn3C3CC(C)(C)NC(C)(C)C3)c2)n1,-36*,12,-72*,-79*,-14*,-53*,-80*,56
C=CCN1CC(=O)N(/N=C2\C(=O)Nc3ccccc32)C1=S,107,99,95,84,89,106,93,99
CCCCCCCCCCCCCCCCOc1ccccc1NC(=O)CC(C)=O,91,102,111,87,107,87,92,85
N#Cc1cc(-c2ccnc(Nc3ccc(N4CCN(C5COC5)CC4)cc3)n2)ccc1OC1CCOCC1,36,74,56,50,21,63,90,45
O=C(O)c1ccc([N+](=O)[O-])nc1,131,107,98,115,111,99,96,99
CCOC(=O)c1nnn(-c2no[n+]([O-])c2-c2ccccc2)c1COc1ccc(Br)c2cccnc12,122,104,101,81,86,79,80,82
Nc1nnc(-c2c[nH]c3ccc(F)cc23)c(-c2c[nH]c3ncc(Br)cc23)n1,67,65,58,50,22,43,42,29
Cc1ccsc1[C@@H]1C[C@H](O)Cc2ccc3ccccc3c2N1,100,88,92,91,95,94,108,96
COc1cc(-c2csc(NC(=O)Nc3ccc(F)cc3)n2)cc(OC)c1OC,73,86,60,73,61,67,76,62

# (further entries)
SMILES,BT-549,MDA-MB-435,MDA-MB-468,MDA-MB-231,SR,K-562,MCF7,MOLT-4
C#CC(C)ON1C(=O)c2ccccc2C1=O (centres undefined),109,101,111,137,131,118,100,134
C/C=C(/Cl)c1c(C)cc(C)cc1C,133,103,104,95,97,103,97,92
CCCCN1CCN(c2ccc3nc(-c4ccc5nc(-c6ccc(OCC)cc6)[nH]c5c4)[nH]c3c2)CC1,84,55,67,111,-2.0*,-29*,1.8*,57
COc1ccc(/C=C/C(=O)c2ccc([N+](=O)[O-])cc2)cc1,/,106,94,94,85,101,96,86
CC(CN(C)C)C(O)(Cc1ccccc1)c1ccccc1 (centres undefined),105,96,96,84,99,95,91,99
COc1ccc(OC)c(-c2nc3ccc(-c4nc5ccc(N6CCN(C)CC6)cc5[nH]4)cc3[nH]2)c1,96,99,100,122,71,96,75,78
COc1ccc(Cn2cc(Cn3cc(C=C4C(=O)NC(=S)NC4=O)c4ccccc43)nn2)cc1,96,91,91,81,/,78,76,53
O=Cc1ccc(-c2[nH]c(=S)[nH]c(=O)c2C(=O)Nc2ccc(O)cc2)cc1,105,111,114,96,85,107,96,82
O=C1CC(c2ccc(Cl)cc2Cl)n2nc(Nc3ccccc3)c(-c3nc4ccccc4s3)c2N1 (centres undefined),93,102,87,101,82,63,70,67
COc1cc(-c2nn(C(=O)NS(=O)(=O)c3cccc(Br)c3)cc2-c2ccncc2)ccc1Cl,40,79,78,59,71,88,92,72
CSC1=NC(c2cccc([N+](=O)[O-])c2)C(C(C)=O)=C(C)N1 (centres undefined),114,101,102,101,84,96,94,90
COC(=O)[C@H]1CCCN1C(=O)[C@@H]1CCCN1C(=O)[C@@H](Cc1c[nH]c2ccccc12)NC(=S)Nc1cc(C(F)(F)F)cc(C(F)(F)F)c1,88,68,68,41,70,53,55,33
C=C1CCC2C3(C)COC(C)(C)OC3CCC2(C)C1C/C=C1\C=COC1=O (centres undefined),104,118,112,101,93,108,95,93
O=C(CSc1nc2ccccc2c(=O)n1-c1ccccc1)c1cc2cc(Cl)ccc2oc1=O,105,106,103,80,106,90,97,95
O=c1[nH]c2ccc(Cl)cc2c2c1C(c1ccc(Cl)cc1)c1c(ncn3nc(-c4ccco4)nc13)O2 (centres undefined),100,100,98,98,103,93,97,100
CCCCCC1(/C=N/NC(N)=O)NC(=O)NC1=O (centres undefined),109,112,106,129,126,115,103,113
C=C(C)CC1CC(=O)OC1=O (centres undefined),111,101,105,108,92,105,100,111
CCN(Cc1ccccc1)c1ccc(SC#N)cc1,71,99,72,/,-9.5*,41,75,59
Nc1nc2ccc([C@@H]3Nc4ccc5[nH]ncc5c4[C@H]4[C@H]5CCC(C5)[C@H]43)cc2s1,37,-62*,-14*,47,51,19,0.0*,7.0*
O=C(O)c1ccc(SSc2ccc(C(=O)O)cc2)cc1,93,101,102,106,/,115,92,90
Cc1ccc(-c2c3c(N)c4c(nc3nc3c2c(C)nn3-c2ccccc2)CCCC4)cc1,109,96,107,97,-4.1*,37,94,93
CCCCCCCCCCCCCCCCCCOc1ccccc1CCOP(=O)([O-])OCC[N+](C)(C)C,81,96,67,92,43,78,74,52
O=C(C(=O)N1CCOCC1)c1cn(C/C=C/c2ccccc2)c2ccccc12,98,102,92,99,81,97,96,92
Clc1ccc(Nc2cccc(-c3cn[nH]c3)c2)c(Cl)c1,85,95,82,85,/,80,85,69
CC(=O)c1nnc(CCC(=O)c2nc3ccccc3[nH]2)o1,113,112,103,98,89,98,98,90

# The listing continues:
SMILES,BT-549,MDA-MB-435,MDA-MB-468,MDA-MB-231,SR,K-562,MCF7,MOLT-4
COc1ccc(/C=C/C(=O)c2sc(N3N=C(c4ccc(N(C)C)cc4)CC3C)nc2C)cc1 (centres undefined),103,101,/,99,96,92,97,107
N#CSc1c[nH]c2cccc(/C=C/C(=O)/C=C(O)/C=C/c3cccc4[nH]cc(SC#N)c34)c12,-24*,-84*,-56*,-78*,0.4*,-13*,-42*,-39*
CC1(C)CC[C@]2(C(=O)NCCCNCCCCNCCCN)CC[C@]3(C)C(=CC[C@@H]4[C@@]5(C)Cc6c([nH]c7ccccc67)C(C)(C)[C@@H]5CC[C@]43C)[C@H]2C1,109,106,75,-7.9*,/,/,63,/
COc1ccccc1/C=C/C(=O)c1c(O)cc2occc2c1OC,67,26,16,56,38,56,41,34
CC(=O)OC1=C2C(CC3C4CC=C5CC(OC(C)=O)CCC5(C)C4CCC23C)C2C(=O)N(Cc3ccccc3)C(=O)C2C1 (centres undefined),91,84,71,74,39,22,52,26
COC(=O)c1ccc(Cn2cnc3c(Cl)ncnc32)cc1,109,104,109,108,108,102,93,81
CN(C)S(=O)(=O)Oc1ccc(NC(=O)C23CC4CC(CC(C4)C2)C3)cc1,81,97,94,104,77,60,94,81
Cc1ccc(NC(=O)c2cccc([N+](=O)[O-])c2)cc1,97,91,102,86,105,99,95,101
CCN1CCN(Cc2ccc(NC(=O)Nc3nc(-c4cc(OC)c(OC)c(OC)c4)cs3)cc2C(F)(F)F)CC1,45,-51*,-0.3*,-14*,-33*,-9.9*,-15*,-19*
N#CC(=C1SCS1)[N+](=O)[O-],-6.6*,16,-4.6*,16,7.5*,28,17,3.8*
COc1cc(C#CC[C@@H]2C[C@]3(C)[C@H]4CC=C5[C@@H]6CC(C)(C)CC[C@]6(C(=O)O)CC[C@@]5(C)[C@]4(C)CC[C@H]3C(C)(C)[C@H]2O)cc(OC)c1OC,68,88,79,84,75,34,47,40
COc1ccc(-c2cc(-c3ccc(Cl)cc3)nc(SCCCCCCC(=O)NO)n2)cc1,/,39,13,46,4.6*,20,22,9.3*
Cc1ccc([C@@H]2C[C@H](O)Cc3cc(F)ccc3N2)o1,108,107,117,106,104,112,106,117
N#Cc1cccc(CN2CCC3=C(C2)C(=O)N(Cc2ccc(Cl)cc2)C2=NCCN23)c1,45,20,-15*,32,33,23,14,53
Cc1cc(-c2ccc(N=Nc3cc(S(=O)(=O)O)c4ccccc4c3N)c(C)c2)ccc1N=Nc1cc(S(=O)(=O)O)c2ccccc2c1N,104,108,109,91,109,96,96,103
CSc1n[nH]c(-c2cccs2)n1,110,99,116,100,/,101,96,103
COc1ccc(S(=O)(=O)N(C)c2oc(-c3ccc(Cl)cc3)nc2C#N)cc1,75,-3.3*,32,87,29,20,53,59
CCN(CC)CC(O)c1cc(-c2ccc(Cl)cc2)nc2cc(Cl)ccc12 (centres undefined),82,13,-77*,-3.6*,-12*,-27*,-28*,-18*
CN1CCN(CCN2N=C3c4ccsc4CCCC3CC2=O)CC1 (centres undefined),122,101,117,106,97,91,96,104
CC1CN=C(c2ccc(NC(=O)c3ccc(C(=O)Nc4ccc(C5=NCC(C)N5)cc4)c(N)c3)cc2)N1 (centres undefined),102,94,95,89,105,/,79,107
O=C(O)c1cccc2c1-c1ccc(Cl)cc1C2,113,106,108,108,88,98,104,90
C[C@]12CC[C@@H]3c4ccc(O)cc4CC[C@H]3[C@@H]1CC[C@@H]2NS(=O)(=O)c1ccc(Br)cc1,68,53,71,60,20,23,18,39
CN1C2CCC1/C(=C\c1ccc(F)cc1)C(=O)/C2=C/c1ccc(F)cc1,40,31,29,54,22,16,25,9.9*
COc1ccc2nc3cc(Cl)ccc3c(N)c2c1,-96*,-74*,-89*,-94*,-39*,-61*,/,-55*
Oc1ccc(/C=C/c2ccccc2)cc1,68&63,75&76,81,47&57,70&49,58&65,75&65,48&62

# Carrying on.
SMILES,BT-549,MDA-MB-435,MDA-MB-468,MDA-MB-231,SR,K-562,MCF7,MOLT-4
O=C(Nc1ccc(F)cc1)Nc1ccc(Br)c(C(F)(F)F)c1,15,6.5*,-5.9*,8.0*,14,/,1.9*,13
Clc1ccc(-c2nc3ccccc3s2)c(Cl)c1,95,105,93,80,94,84,70,83
Fc1cc(-c2nnc3sc(COc4ccc(Cl)cc4)nn23)c(Cl)cc1Cl,102,103,/,101,/,36,103,60
Cc1nc(Nc2nc3ccccc3s2)nc(-c2ccccc2)c1C(=O)Nc1ncccn1,98,100,98,105,92,88,100,83
CCOC(=O)c1c(C)nc2c(c1N)/C(=C/c1ccc[nH]1)C(=O)N2Cc1ccc(C(F)(F)F)cc1,58,91,59,18,63,63,45,78
C=C(C)c1cc2c(cc1O)OCC2C (centres undefined),90,104,118,110,105,99,99,96
O=C(O)[C@H](O)[C@@H](O)C(=O)O,118,104,110,124,/,/,96,103
COc1cc(C(=O)c2cc3c(cc2C)OCO3)cc(OC)c1OC,68,-49*,28,23,/,14,14,23
CCCCCCc1cn(C(C)c2ccc(OC)c(OC3CCCCC3)c2)nn1 (centres undefined),104,96,100,83,/,90,89,77
CN(C)c1ncnc2c1ccn2C1OC(CO)C(O)C1O (centres undefined),57,62,-64*,0.1*,90,50,-7.8*,9.0*
CCCCOC(=O)Oc1ccc(Cl)cc1,100,110,100,111,104,122,100,88
CCOC(=O)C(O)c1ccccc1 (centres undefined),101,91,93,108,107,99,90,105
COc1cc(/C=C/c2cc(/C=C/c3ccc(O)c(OC)c3)[nH]c(=O)n2)ccc1O,55,57,6.3*,54,27,42,52,36

# One compound at a time (already shown).
# `O=C(Nc1ccc(F)cc1)Nc1ccc(Br)c(C(F)(F)F)c1` across the screens: BT-549 = 15; MDA-MB-435 = 6.5*; MDA-MB-468 = -5.9*; MDA-MB-231 = 8.0*; SR = 14; K-562 = /; MCF7 = 1.9*; MOLT-4 = 13
# `CCOC(=O)c1c(C)nc2c(c1N)/C(=C/c1ccc[nH]1)C(=O)N2Cc1ccc(C(F)(F)F)cc1` across the screens: BT-549 = 58; MDA-MB-435 = 91; MDA-MB-468 = 59; MDA-MB-231 = 18; SR = 63; K-562 = 63; MCF7 = 45; MOLT-4 = 78
# `Clc1ccc(-c2nc3ccccc3s2)c(Cl)c1` across the screens: BT-549 = 95; MDA-MB-435 = 105; MDA-MB-468 = 93; MDA-MB-231 = 80; SR = 94; K-562 = 84; MCF7 = 70; MOLT-4 = 83

# A stretch taken from the entries so far, for reference:
SMILES,BT-549,MDA-MB-435,MDA-MB-468,MDA-MB-231,SR,K-562,MCF7,MOLT-4
CCOC(=O)CC[C@H](NC(=O)c1ccc(NC(=O)Cn2cnc3c(c(C)nn3-c3ccc(Cl)cc3)c2=O)cc1)C(=O)OCC,92,100,91,/,81,94,92,100
NC(=O)c1cccc(-c2ccc(S(=O)(=O)Nc3ccc4c(c3)N(C(=O)C3CC3)CCC4)cc2)c1,97,1.9*,-4.8*,46,50,26,23,58
CCC(=O)C1CCCC(C)C2CC(C)(C)C2/C=C/1C (centres undefined),103,107,101,114,77,90,101,82
CN1CCC(=C(c2ccccc2)c2ccccc2)C(c2ccccc2)C1 (centres undefined),97,102,88,95,97,106,87,92

# Screens deposited in PubChem BioAssay by NCI.
